PLC-gamma1 inh – blocks human PLC-gamma1 enzyme activity | purified PLC-gamma1, fluorogenic substrate, fluorescence | P19174 | inhibition, % at 12.2 µM | hit rate 0.84% among 370,000 | AID 720700; in the data active means inhibition above about 9.5%
HGIII-sPLA2 inh – Inhibits HGIII-sPLA2 liposome hydrolysis, primary screen. inhibition, % at 12.2 µM. hit rate 0.56% among 370,000. Q9NZ20. QFRET BODIPY PC-A2 liposome hydrolysis, fluorescence. AID 743126;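 active means inhibition above mean plus 3 SD of compounds lying within the high and low control bounds, cut at about 19% in these data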;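 further: 0% = median of test compound wells and 100% = no enzyme DMSO wells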
proKLK7 act – proKLK7 (human) activation, primary screen; P49862; purified proKLK7, EDANS-DABCYL substrate fluorescence; 100% is mature enzyme control, 0% vehicle; activation, % at 7 µM; hit rate 0.9% among 370,000; AID 652039;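 active means activation above the mean of all tested compounds plus 3 SD, computed per campaign excluding outliers beyond control limits, cut at about 13% in these data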
Target sequence (P49862 whole entry, looked up): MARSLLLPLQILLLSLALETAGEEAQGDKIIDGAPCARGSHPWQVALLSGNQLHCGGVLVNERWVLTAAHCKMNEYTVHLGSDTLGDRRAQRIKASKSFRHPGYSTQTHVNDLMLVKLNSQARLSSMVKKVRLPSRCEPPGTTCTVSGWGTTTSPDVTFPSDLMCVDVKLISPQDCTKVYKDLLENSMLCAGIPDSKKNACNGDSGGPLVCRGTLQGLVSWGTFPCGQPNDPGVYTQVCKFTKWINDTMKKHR
ARFGAP1 inhibitor – rat ARFGAP1 inhibition; Q62848; inhibition, % at 16.5 µM; Arfgap1-stimulated ARF1 GTP hydrolysis, GDP FP detection; hit rate 0.26% among 360,000;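 active means inhibition above a per-plate limit, mean inhibition of low control wells plus 3 SD, cut at about 25% in these data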;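 further: 0% = DMSO wells with enzyme and 100% = wells lacking Arfgap1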
Target sequence (Q62848 1-136 limits assumed): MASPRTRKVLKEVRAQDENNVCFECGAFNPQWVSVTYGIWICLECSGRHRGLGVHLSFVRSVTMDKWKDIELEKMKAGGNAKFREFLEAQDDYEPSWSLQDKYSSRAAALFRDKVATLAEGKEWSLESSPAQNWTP
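System: truncated rat Arfgap1 GAP domain / Medium: HEPES-based buffer, pH 7.5 / Also added: N-terminally truncated human ARF1-GTP substrate / Incubation: enzyme reaction 120 min at 25 °C after 20 min preincubation / Measured by: FP of antibody-bound GDP Alexa 633 tracer, ex 620/em 688 nm / Replicates: singlicate, each compound tested once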
UHRF1 MBD2 ctr – UHRF1 methyl-DNA binding inhibition. Q96T88. UHRF1 binding to methylated oligo, TR-FRET. inhibition, % at 4.4 µM. hit rate 0.75% among 370,000. AID 687016; in the data active means inhibition above about 21%;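 further: UHRF1 SRA domain binding a hemimethylated CpG hairpin DNA probe; 0% = median of test compound wells and 100% = reference inhibitor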
ASAP1 inh – ASAP1 ArfGAP inhibition; AID 624377; ASAP1-stimulated ARF1 GTP hydrolysis, GDP FP detection; hit rate 0.19% among 360,000; inhibition, % at 16.5 µM; Q9ULH1; in the data active means inhibition above about 25%;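 further: 0% = vehicle with enzyme and substrate and 100% = no enzyme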
NR1D1 modulator – Rev-erb alpha (human) modulation; hit rate 0.79% among 370,000; activity, % at 10 µM; Rev-erbα–FITC-DNA binding, fluorescence polarization, 90 min; AID 1259318; P20393;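 active means activity above about 14%, limit read from the data; passing the limit was not always enough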;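 further: 0% = DMSO wells with 35 nM protein and 100% = DMSO wells with 750 nM protein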
Target sequence (P20393 whole entry, looked up): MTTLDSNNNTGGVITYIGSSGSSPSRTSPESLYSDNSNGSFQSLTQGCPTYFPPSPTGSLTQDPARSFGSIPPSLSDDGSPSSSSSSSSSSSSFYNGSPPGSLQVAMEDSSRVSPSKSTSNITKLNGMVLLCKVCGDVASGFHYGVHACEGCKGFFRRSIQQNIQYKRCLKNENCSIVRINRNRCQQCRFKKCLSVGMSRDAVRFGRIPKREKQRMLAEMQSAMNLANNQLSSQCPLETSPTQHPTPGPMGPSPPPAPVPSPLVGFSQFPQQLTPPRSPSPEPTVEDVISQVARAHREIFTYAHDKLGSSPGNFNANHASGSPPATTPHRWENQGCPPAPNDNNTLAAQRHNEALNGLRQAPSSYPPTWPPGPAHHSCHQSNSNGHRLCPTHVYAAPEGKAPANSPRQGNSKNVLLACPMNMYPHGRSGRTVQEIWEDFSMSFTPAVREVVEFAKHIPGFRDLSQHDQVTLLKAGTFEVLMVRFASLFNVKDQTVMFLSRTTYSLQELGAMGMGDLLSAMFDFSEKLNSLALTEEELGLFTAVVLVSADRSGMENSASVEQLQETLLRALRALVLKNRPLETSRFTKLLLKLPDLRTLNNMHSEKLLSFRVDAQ
PLC-beta3 inh – inhibitors of human phospholipase C beta3. Purified PLC-beta3, fluorogenic substrate, fluorescence. hit rate 0.18% among 370,000. inhibition, % at 12.2 µM; in the data active means inhibition above about 11%;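 further: 0% = median of compound wells on plate and 100% = full blocker control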
Tn7 DDE FP – inhibitors of Tn7 peptide binding to human fibrin DD(E) | P02675 | AID 720508 | hit rate 0.13% among 370,000 | FP displacement of FITC-Tn7 peptide from fibrin DD(E); 0% = median of compound wells per plate | inhibition, % at 8.3 µM;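 active means inhibition above the mean of compounds falling within the control limits plus 3 SD of them, cut at about 14% in these data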;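 further: 0% = plate median of compound wells and 100% = 10 µM Aha-Tn7 peptide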
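Assay system: human fibrin DD(E). Input: DD(E) 2 µM final. Medium: Tris buffer with calcium and detergent, pH 7.8. Compound dosing: single point at 8.3 µM. Timing: 10 min plus 3 h, room temperature. Technique: fluorescence polarization of the labelled Tn7 tracer. Read-out: percent inhibition. Replicates: singlicate testing.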
Tn6 DDE FP – inhibitors of Tn6 peptide binding to human fibrin DD(E). Fibrin DD(E) TRITC-Tn6 fluorescence polarization displacement. inhibition, % at 8.3 µM. hit rate 0.21% among 370,000. AID 720509;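 active means inhibition above a per-campaign cutoff: mean of compounds within control limits plus 3 SD, cut at about 15% in these data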;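 further: 0% = median of all compound wells on the plate and 100% = blocking peptide control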
Starred values were filed as active, the others as inactive; i = inactive; . = no result given.

PLC-gamma1 inh	HGIII-sPLA2 inh	proKLK7 act	ARFGAP1 inhibitor	UHRF1 MBD2 ctr	ASAP1 inh	NR1D1 modulator	PLC-beta3 inh	Tn7 DDE FP	Tn6 DDE FP	mol
2	1	0.2	-6	-1	-4	-4	6	-11	8	CCOC(=O)c1cc(CC)sc1NC(=O)COC(=O)c1cc[n+]([O-])cc1
-2	-13	-0.1	4	0	7	-1	1	1	3	O=C(OCc1ccccc1)C1=NNC2C(=O)N(Cc3ccccc3)C(=O)C12 (stereo not given)
0	-3	0.6	-3	-1	4	0	-5	7	-4	Cc1cc(Cl)c2oc(C(=O)N(C)C3CCOC3)c(C)c2c1 (stereo not given)
-55	0	0.4	-12	3	-16	0	-60	0	-3	COc1ccccc1-c1c(C)nn2c(N3CCC4(CC3)OCCO4)cc(C)nc12
-26	3	-1.0	-4	3	15	0	-5	-2	5	Cn1c(N)c(S(=O)(=O)N2CCN(c3ccccc3F)CC2)c(=O)n(C)c1=O
2	4	0.0	16	2	2	1	3	2	4	CC(=O)/C(N=Nc1ccc(SC(F)F)cc1)=C(\C)O
-18	14	0.3	8	1	5	-21	-26	2	-9	Cc1ccc(C(=O)N/N=C\c2cc3c(cc2Br)OCO3)s1
3	5	-0.5	2	0	4	3	-5	-3	-6	O=C(CCCC(=O)N(CC(=O)NC1CCCCC1)c1ccccc1F)Nc1ccccn1
-7	5	-3.5	-5	-3	11	-12	-11	-1	9	C=CCn1c(SCC(=O)Nc2ccc(-c3nc4ccc(C)cc4s3)cc2)nnc1-c1ccncc1
-3	-1	0.5	-6	-3	-7	-1	1	-4	15	Cc1ccc(S(=O)(=O)NCCc2ccc(S(N)(=O)=O)cc2)cc1
-18	1	0.1	-1	1	16	14	-28	4	-3	Cc1[nH]c2ccccc2c1CC(=O)Nc1ccc(N(C)c2cccnc2)c(-c2cccc(Cl)c2)c1
0	-6	-0.2	12	2	11	-3	-1	-4	2	C=CCOc1c(Br)cc(/C=N/O)cc1OCC
-474	-14	-8.2	-9	0	2	8	i	8	-1	COc1ccc(CNc2oc(-c3ccccc3)nc2C#N)cc1
0	-1	0.3	-4	1	15	-1	-5	-3	2	Cc1ccc(S(=O)(=O)N2CCC(Oc3ccc(-n4cnnn4)cc3)CC2)cc1
4	-8	1.3	-11	1	7	-2	-4	-5	4	COc1cccc(CNS(=O)(=O)c2ccc3c(c2)CC(C)N3C(=O)C2CCC2)c1 (stereo not given)
-1	-14	0.3	.	-1	.	3	-1	-1	4	Cc1ccccc1NC(=O)COC(=O)c1ccc(Sc2ncn[nH]2)c([N+](=O)[O-])c1
0	-7	-0.3	3	1	1	-9	-7	5	-6	Cc1ccccc1Nc1sc(C(=O)Nc2cccc(Cl)c2)c(N)c1C(N)=O
-2	-3	0.8	-5	-4	-5	0	-1	14	7	COc1ccc(OC)c(-n2nnnc2SCC(=O)NCc2ccc3c(c2)OCO3)c1
-3	-3	0.3	3	-1	-2	-3	-11	1	0	COc1ccc(C(=O)C(Sc2nnc(C)c(=O)[nH]2)c2ccc(OC)cc2)cc1 (stereo not given)
4	-4	-0.2	6	1	-23	1	2	-7	-2	O=C(CSc1nnc(Nc2ccccc2)s1)NCc1cccs1
0	-4	-0.3	-8	-1	-14	3	-5	-2	-5	COc1ccccc1CNC(=O)c1cc(C(=O)CC(C)C)c[nH]1
1	-2	0.2	23	-2	5	5	3	-2	2	CC1(Oc2cccc(C#N)c2)CCN(Cc2ccccc2OC(F)F)C1 (stereo not given)
3	-2	0.3	-15	-2	6	0	4	-1	-1	O=C(Nc1ccccc1)Nc1ccc(F)cc1F
-15	-10	-0.5	0	9	0	4	-24	5	8	CN(C(=O)CSc1cc(C(=O)c2nccn2C)c2ccccc2n1)c1ccccc1
3	-8	0.3	10	0	-11	2	-2	-9	2	COc1ccccc1COC(=O)c1ccc(S(=O)(=O)N2CCOCC2)cc1
-2	4	0.3	-1	3	1	48*	0	-8	1	COc1ccc(NC(=O)c2sc3ncn(CC(=O)N4CCN(c5ccccn5)CC4)c(=O)c3c2C)c(OC)c1
-2	1	0.3	-7	2	1	7	3	-1	14	O=C(O)C1CC=CCC1C(=O)NNS(=O)(=O)c1ccccc1 (stereo not given)
1	0	-0.2	-2	-1	-18	1	-3	-4	-10	CN(C(=O)c1coc(=O)c2ccccc12)c1ccccc1Cl
4	3	-0.8	15	2	-2	3	3	-1	-2	Cc1cccc(NC(=O)CCN2C(=O)C3C4C=CC(C4)C3C2=O)c1 (stereo not given)
0	0	-1.1	0	0	2	-3	3	0	1	CC(NC(=O)/C=C/c1ccco1)c1nc2ccccc2n1Cc1cccc(Cl)c1 (stereo not given)

Three of the entries above in order of the NR1D1 modulator value, falling:
PLC-gamma1 inh	HGIII-sPLA2 inh	proKLK7 act	ARFGAP1 inhibitor	UHRF1 MBD2 ctr	ASAP1 inh	NR1D1 modulator	PLC-beta3 inh	Tn7 DDE FP	Tn6 DDE FP	mol
-474	-14	-8.2	-9	0	2	8	i	8	-1	COc1ccc(CNc2oc(-c3ccccc3)nc2C#N)cc1
-2	1	0.3	-7	2	1	7	3	-1	14	O=C(O)C1CC=CCC1C(=O)NNS(=O)(=O)c1ccccc1 (stereo not given)
3	5	-0.5	2	0	4	3	-5	-3	-6	O=C(CCCC(=O)N(CC(=O)NC1CCCCC1)c1ccccc1F)Nc1ccccn1

The listing continues:
PLC-gamma1 inh	HGIII-sPLA2 inh	proKLK7 act	ARFGAP1 inhibitor	UHRF1 MBD2 ctr	ASAP1 inh	NR1D1 modulator	PLC-beta3 inh	Tn7 DDE FP	Tn6 DDE FP	mol
2	4	-0.2	18	0	-3	-3	-2	7	9	CCOC(=O)N1CCN(C(=O)COc2ccc(Br)cc2)CC1
3	4	-0.1	-1	1	1	-6	-4	3	-5	CC(=O)NS(=O)(=O)c1ccc(NC(=O)c2ccccn2)cc1
-1	-3	-74	-8	1	-5	6	-34	-2	-2	O=C(c1cnc(N2CCN(c3ccccn3)CC2)c2ccccc12)N1CCN(c2cccc(Cl)c2)CC1
-3	4	-0.1	1	4	0	-8	-6	2	5	CCC/C=N/NC(=O)CNC(=O)c1ccccc1Cl
-4	8	-0.6	-10	-1	-3	4	-11	4	5	C/C(=N\NC(=S)NCc1ccccc1)c1ccco1
-3	-2	-0.1	-2	-1	7	2	-10	2	1	Cc1cc(C)n(CCNS(=O)(=O)c2ccc(Cl)cc2)n1
-1	3	-0.2	-8	1	-16	-6	0	-1	4	COc1cc2c(cc1OC)C(c1ccc([N+](=O)[O-])cc1)NC(=O)C2 (stereo not given)
-1	5	-0.9	-2	-1	-2	135*	5	2	-6	CC1(C)Cc2c(sc3c2c(N)nc(=S)n3Cc2ccc(Br)cc2)CO1
5	2	0.3	8	0	4	3	3	-2	-1	O=C(CN1CCCCCC1)NCC1CCCO1 (stereo not given)
-17	12	-5.1	.	-3	.	8	-24	-2	-5	COc1ccc(-c2c(Cc3ccccc3)nc(NC(=O)c3ccccc3)n2Cc2ccccc2)cc1
-1	1	-0.1	0	-3	-16	-4	1	16*	4	CCc1ccc(C(=O)N2CCN(c3ccc(F)cc3)CC2)s1
0	9	-0.1	-1	4	18	1	1	-5	3	C/C(Cn1cnc([N+](=O)[O-])n1)=N\NC(=O)c1ccccc1F
-1	0	-0.1	-8	-3	-10	1	2	-3	-5	CC(C)n1c(=S)[nH]c2ccccc21
0	-2	0.0	.	2	.	-7	-1	2	1	CC(C)C[C@H]1COc2cc(N3CCCC3)ccc2S(=O)(=O)N1C
0	2	0.2	0	-1	-17	-3	0	8	3	O=C(CNC(=O)c1cccs1)Nc1ncccc1O
3	-2	0.9	-10	1	4	-4	0	-4	-2	Cc1ccccc1N(CC(=O)N1CCOCC1)S(C)(=O)=O
-1	8	0.3	-3	-3	-3	-2	-9	9	-4	CN(C)c1ccc(/C=N/O)cc1
1	2	0.2	15	2	-8	-7	1	-1	9	COC(=O)C1CCN(S(=O)(=O)CCNC(=O)c2ccccc2)CC1
2	3	0.5	6	3	-9	-7	-2	-4	-9	O=C(NCc1cccs1)C1CCC(=O)N1C1CCCCC1 (stereo not given)
-3	-3	1.0	-2	22*	7	-1	-9	7	5	Cc1cc(OCCN2CCOCC2)ccc1Cl
-29	-20	0.6	6	7	-10	0	-34	6	-1	CC(C)C(=O)Nc1ccc(S(=O)(=O)Nc2nccc(/C=C/c3ccccc3)n2)cc1
-1	-1	0.0	-15	-2	-2	-5	1	-1	-4	CCOC(=O)C1CCN(C(=O)c2ccc(NC(=O)C3CCCO3)cc2)CC1 (stereo not given)
-1	-1	0.1	-6	-1	-13	3	-1	4	2	CCc1sc(NC(=O)COC)nc1-c1ccccc1
1	-9	0.1	3	-3	7	-3	1	-7	-2	COc1cc(NS(=O)(=O)c2cccc3nsnc23)c(C(=O)O)cc1OC
-3	6	-1.0	4	4	-3	23*	-10	2	2	COc1ccc(C(=O)Nc2cccc(NC(=O)c3ccc(OC)cc3OC)n2)c(OC)c1

An excerpt of these results, with two lines to a compound.
Sequence of screens: PLC-gamma1 inh | HGIII-sPLA2 inh | proKLK7 act | ARFGAP1 inhibitor | UHRF1 MBD2 ctr | ASAP1 inh | NR1D1 modulator | PLC-beta3 inh | Tn7 DDE FP | Tn6 DDE FP
CCOC(=O)N1CCN(C(=O)COc2ccc(Br)cc2)CC1
 : 2 | 4 | -0.2 | 18 | 0 | -3 | -3 | -2 | 7 | 9
CC(=O)NS(=O)(=O)c1ccc(NC(=O)c2ccccn2)cc1
 : 3 | 4 | -0.1 | -1 | 1 | 1 | -6 | -4 | 3 | -5
O=C(c1cnc(N2CCN(c3ccccn3)CC2)c2ccccc12)N1CCN(c2cccc(Cl)c2)CC1
 : -1 | -3 | -74 | -8 | 1 | -5 | 6 | -34 | -2 | -2
CCC/C=N/NC(=O)CNC(=O)c1ccccc1Cl
 : -3 | 4 | -0.1 | 1 | 4 | 0 | -8 | -6 | 2 | 5
C/C(=N\NC(=S)NCc1ccccc1)c1ccco1
 : -4 | 8 | -0.6 | -10 | -1 | -3 | 4 | -11 | 4 | 5
Cc1cc(C)n(CCNS(=O)(=O)c2ccc(Cl)cc2)n1
 : -3 | -2 | -0.1 | -2 | -1 | 7 | 2 | -10 | 2 | 1
COc1cc2c(cc1OC)C(c1ccc([N+](=O)[O-])cc1)NC(=O)C2 (stereo not given)
 : -1 | 3 | -0.2 | -8 | 1 | -16 | -6 | 0 | -1 | 4
CC1(C)Cc2c(sc3c2c(N)nc(=S)n3Cc2ccc(Br)cc2)CO1
 : -1 | 5 | -0.9 | -2 | -1 | -2 | 135* | 5 | 2 | -6
O=C(CN1CCCCCC1)NCC1CCCO1 (stereo not given)
 : 5 | 2 | 0.3 | 8 | 0 | 4 | 3 | 3 | -2 | -1
COc1ccc(-c2c(Cc3ccccc3)nc(NC(=O)c3ccccc3)n2Cc2ccccc2)cc1
 : -17 | 12 | -5.1 | . | -3 | . | 8 | -24 | -2 | -5
CCc1ccc(C(=O)N2CCN(c3ccc(F)cc3)CC2)s1
 : -1 | 1 | -0.1 | 0 | -3 | -16 | -4 | 1 | 16* | 4
C/C(Cn1cnc([N+](=O)[O-])n1)=N\NC(=O)c1ccccc1F
 : 0 | 9 | -0.1 | -1 | 4 | 18 | 1 | 1 | -5 | 3

Screens: PubChem, several laboratories
